Eya2 inh – qHTS Assay for Inhibitors of the Phosphatase Activity of Eya2; Protein phosphatase EYA2 (Homo sapiens), O00167; recombinant Eya2, OMFP fluorescence dephosphorylation (OMFP is methylfluorescein phosphate); Potency, µM (series often up to 76.9 µM), for inactives: at the top dose activity, negative = inhibition, most hits filed as inhibitors; actives 0.006% (n = 330,000); note: potency is the fitted concentration of half-maximal effect; % is set by controls: 0 for no effect and ±100 for the full control effect
Target sequence (O00167 whole entry, looked up): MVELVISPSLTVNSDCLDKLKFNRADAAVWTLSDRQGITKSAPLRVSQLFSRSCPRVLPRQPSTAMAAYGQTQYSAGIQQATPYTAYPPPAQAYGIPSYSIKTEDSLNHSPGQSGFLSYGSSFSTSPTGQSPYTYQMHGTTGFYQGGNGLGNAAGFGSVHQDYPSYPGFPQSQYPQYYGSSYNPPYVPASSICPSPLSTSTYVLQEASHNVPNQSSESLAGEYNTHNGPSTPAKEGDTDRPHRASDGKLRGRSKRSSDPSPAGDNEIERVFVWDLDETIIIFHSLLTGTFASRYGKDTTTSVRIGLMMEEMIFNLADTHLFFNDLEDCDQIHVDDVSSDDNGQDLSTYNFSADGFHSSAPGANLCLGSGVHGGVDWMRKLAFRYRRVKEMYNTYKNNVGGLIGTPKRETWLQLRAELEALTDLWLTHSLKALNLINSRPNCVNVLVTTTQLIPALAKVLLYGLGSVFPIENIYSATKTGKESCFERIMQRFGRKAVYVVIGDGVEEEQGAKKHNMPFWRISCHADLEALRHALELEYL
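Eya2 protein (added as 0.2 uM solution) was preincubated with compound for 10 min at ambient temperature in 50 mM HEPES pH 7.5, 50 mM NaCl, 5 uM MgCl2, 0.05% BSA, 1 mM DTT. OMFP (added at 50 uM) then reacted 10 min; fluorescence read at 485/525 nm.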
USP2a inh – qHTS Assay for Inhibitors of Ubiquitin-specific Protease USP2a Using CHOP2 as the Reporter; USP2 core, Ub-CHOP2 coupled fluorogenic reporter, 485/531; Potency, µM (highest dose often 38.3 µM), inactives show top-dose activity change, negative = inhibition, usual class: inhibitors; actives 0.01% (n = 330,000); AID 463254, 2010; Ubiquitin carboxyl-terminal hydrolase 2 (Homo sapiens), O75604;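 note: potency is the fitted concentration of half-maximal effect; plate controls were DMSO wells for no effect and full inhibition by NEM control for full effect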
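Cell-free coupled assay: 10nM USP2 core preincubated 30min RT with compound in Tris-HCl pH 8.0/CaCl2/CHAPS buffer, then 25nM Ub-CHOP2 and 25nM reporter substrate; fluorescence (Ex 485/Em 531) read after 60min RT, normalized to NEM inhibition, concentration-response curves fitted.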
TCR activator – Activators of T cell receptors: qHTS campaign | primary human leukocytes, anti-CD3, IL-2 HTRF, 48 h | AID 504894, 2011 | 330,000 tested, under 10 active | Potency, µM (titrated, usually from 9.22 µM), for inactives: top-dose activation of IL-2 secretion, actives largely listed as activators; note: % of control where 0% means no effect
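IL-2 release read by HTRF sandwich (Eu cryptate donor, d2 acceptor, 665 nm emission) after 48 hr exposure of primary human leukocytes to compound together with anti-CD3 beads in the absence of co-stimulatory signals.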
TSHR antagonist – Antagonists of the Thyroid Stimulating Hormone Receptor: HTS campaign. TSHR-expressing cells, TSH-stimulated cAMP HTRF, 2 h; stronger effect = lower value. activity change, negative = inhibition, % at 11.5 µM. actives 0.2% (n = 330,000). AID 504810, 2011;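 active = activity change below a set negative limit, meaning inhibition stronger than a set level, cut at about -70% in these data; inconclusive = activity change between two set negative limits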; note: % is set by controls: 0 for no effect and ±100 for the full control effect
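TSHR-expressing cells were treated with compounds, then stimulated with TSH at EC80 (4nM final) for 2 hours at 37 deg C. Cellular cAMP was measured by HTRF competition between lysate cAMP and cAMP-d2 for a cryptate-labelled anti-cAMP antibody.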
KCNH2 3.1 block – qHTS for Inhibitors of KCHN2 3.1: Mutant qHTS. U2OS KCNH2 3.1, thallium flux FluxOr; stronger effect = lower value. activity change, % (tested at about 1.8 µM). actives 0.95% (n = 340,000). AID 720553, 2013;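 active = maximum activity change below -70%; inconclusive = maximum activity change from -70% to -50%; inactive = maximum activity change above -50%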;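 note: thallium influx rate constant from kinetic fluorescence after stimulation buffer; % is set by controls: 0 for no effect and ±100 for the full control effect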
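Kinetic fluorescence (2 min after stimulation buffer) measures Tl+ influx through KCNH2 3.1 expressed by viral transduction in U2OS cells; the rate constant is normalized against DMSO controls serving as positive and negative references.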
TRPV1 agonist – HTS Assay for Compounds that Act as Agonists of the Vanilloid Receptor 1; TRPV1-expressing cells, Fluo-8 calcium influx, agonist mode; activation, % at 8.33 µM; actives 0.19% (n = 320,000); in the data active = activation above about 80%; inconclusive = between about 30% and that limit; note: 0% is about no effect
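Cells expressing TRPV1 were dye-loaded with Fluo-8 and read kinetically: 10 s baseline, 3 min after compound (agonist portion), then 2 min after EC20 capsaicin (allosteric enhancer portion). Calcium-bound dye fluorescence at 480/520 nm.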
KCNH2 WT inh – qHTS for Inhibitors of KCHN2 3.1: Wildtype qHTS. actives 0.37% (n = 340,000). Voltage-gated inwardly rectifying potassium channel KCNH2 (Homo sapiens), Q12809. U2OS, BacMam KCNH2, thallium flux FluxOr; stronger effect = lower value. activity change, % at 1.84 µM;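 active = maximum activity change below -70%; inconclusive = maximum activity change between -70% and -50%; inactive = maximum activity change above -50%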; note: % is set by controls: 0 for no effect and ±100 for the full control effect
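U2OS cells were transduced with wild-type KCNH2 virus (2.03 x 10^8 / mL) for 4 h at room temperature, then cultured overnight at 37 C. Thallium flux was read with FluxOr dye. Rate constants were normalized to DMSO controls.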
AT treatment – qHTS Assay for Identifying a Potential Treatment of Ataxia-Telangiectasia; […] A-T fibroblasts, KAP-1 phosphorylation AlphaLISA; neocarzinostatin DNA damage 30 min before lysis; Potency, µM (highest dose often 57.5 µM), inactives show top-dose activation, actives largely listed as activators; actives 0.19% (n = 320,000); AID 485349, 2010; note: potency is the fitted concentration of half-maximal effect; % of control where 0% means no effect; nearly all actives have a fitted effect of over 45% in size
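ATM-like activity read as KAP-1 phosphorylation via AlphaLISA donor/acceptor antibody pairs after lysis and 6 hr at 25C. Cells were ATM-null patient fibroblasts ([…], hTERT), dosed 60 min, then exposed to the DSB inducer NCS for 30 min.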
Mito fusion yeast – qHTS Assay for Small Molecule Inhibitors of Mitochondrial Division or Activators of Mitochondrial Fusion; S. cerevisiae fusion-defective mutant growth rescue, CellTiterGlo 48 h; Potency, µM (highest dose often 46.1 µM), for inactives: at the highest dose growth rescue (activation), actives largely listed as activators; actives 0.23% (n = 320,000); AID 485298, 2010;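 note: potency is the fitted concentration of half-maximal effect; % of control where 0% means no effect; nearly all actives have a fitted effect of over 45% in size; temperature-sensitive fusion mutants such as fzo1-1 at 37 °C on non-fermentable ethanol glycerol medium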
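S. cerevisiae fusion-defective temperature-sensitive mutants (e.g. fzo1-1, mgm1-5) grown 48 h at 37C in YPEG (ethanol/glycerol non-fermentable) medium with 23 nl compound per well; growth rescue read as CellTiterGlo luminescence.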
ELG1 repair inh – qHTS screen for small molecules that inhibit ELG1-dependent DNA repair in human embryonic kidney (HEK293T) cells expressing luciferase-tagged ELG1. actives 2.3% (n = 330,000). Potency, µM (doses to about 46.1 µM), inactives show at the highest dose activity change, negative = inhibition, most hits filed as inhibitors. HEK293T ELG1-luciferase reporter, luminescence, 16 h; DNA damage induced by 5-fluorouridine; note: potency is the fitted concentration of half-maximal effect; % is set by controls: 0 for no effect and ±100 for the full control effect; nearly all actives have a fitted effect of over 55% in size
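Overnight (16 hr) co-exposure of 2,000 cells/well to 5-fluorouridine and compound at 37 °C preceded detection. Luciferase was quantified via ONE-Glo luminescence; loss of signal denotes inhibition.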
Starred values were filed as active, the others as inactive; ? = inconclusive; . = not tested or not shown; [ ] = dose if it differs, or a comment. Unless noted, calls come from the whole dose curve; as a rule, active = well fitted curve in the direction sought with a large enough effect; inconclusive = small, poorly fitted or top-dose-only effect, or another doubt; inactive = no such curve, though single readings can be large; an effect the other way counts as inactive or inconclusive.

SMILES	Eya2 inh	USP2a inh	TCR activator	TSHR antagonist	KCNH2 3.1 block	TRPV1 agonist	KCNH2 WT inh	AT treatment	Mito fusion yeast	ELG1 repair inh
COc1cccc(C2C3=C(N=c4s/c(=C\c5ccccc5O)c(=O)n42)c2ccccc2CC3)c1OC (configuration not stated)	15%	4%	.	14	.	16	.	-2%	4%	5%
CCOc1cccc(-c2c(C(=O)N/N=C(\C)c3cccnc3)nnn2-c2nonc2N)c1	7%	-1%	-1%	-7	13	1	1	9%	2%	?
COC(=O)c1nc(NC(=O)c2ccc(F)cc2)n[nH]1	18%	1%	4%	15	17	1	8	0%	-3%	0%
Cc1nn(-c2ccccc2)c(C)c1C(=O)OC/C(O)=C(\C#N)c1nc2ccccc2[nH]1	21%[15.4 µM]	-14%	.	0	-3	0	-16	-11%	1%	-14%
COc1ccc(CNC(=O)COC(=O)c2cccc(S(=O)(=O)N3CCOCC3)c2)cc1	-12%	2%	3%	38	-14	-3	0	8%	-4%	-1%
CCOC(=O)C1CCCN(Cc2ccc(O)c(OC)c2)C1 (configuration not stated)	1%	-1%	4%	20	.	12	-2	2%	0%	10%
Cc1ccnc(NC(=O)c2cccc(S(=O)(=O)N3CCOCC3)c2)c1	-20%	-1%	-4%	-1	0	?	-1	-4%	5%	?
CCc1ccc(-c2cc(N)n(-c3ccccc3)n2)cc1	-21%	5%	-13%	-8	-27	1	-1	1%	6%	?
Cc1cc(-c2onc(C)c2C(=O)O)no1	-34%	4%	3%	-1	3	2	-5	5%	-1%	-4%
Cc1cc2cc(CNC(=O)c3cc4ccccc4o3)ccc2n1C	15%	0%	.	7	.	-1	.	-3%	1%	6%
CCOC(=O)N1CCC(NC(=O)C2CCCN(S(=O)(=O)c3cccc4nsnc34)C2)CC1 (configuration not stated)	-8%	-5%	-3%	8	5	-1	-9	1%	-3%	-22%
COc1ccc(Cl)cc1NC(=S)N(Cc1ccc(C(=O)O)cc1)Cc1ccc(OC)c(OC)c1	-12%	2%	1%	-10	14	3	-2	1%	3%	0%
CC(C)OC(=O)NC(Nc1ccccc1C(=O)O)(C(F)(F)F)C(F)(F)F	-6%	1%	-1%	-29	-4	14	-15	17%	7%	?
COc1ccc(C(=O)/C=C/Nc2ccc(C)cn2)cc1OC	3%	1%	-1%[46.1 µM]	6	15	2	1	-3%	-1%	?
COc1ccccc1NC(=O)Nc1nnc(C(C)c2ccccc2)s1 (configuration not stated)	-5%	-8%	-8%	6	-9	1	-16	-1%	-4%	25%
CC1(C)CC(=O)C2=C(C1)Nc1ccccc1NC2c1cc(Cl)ccc1O (configuration not stated)	6%	4%	.	-29	-4	2	-1	4%	-1%	-23%
COc1ccccc1C(=O)N/C(=C\c1cn(C)c2ccccc12)C(=O)NCCCn1ccnc1	-5%	3%	1%	-5	-4	4	33	4%	-1%	7%
CC1CCC(NC(=O)CN2CCC(n3nnc4cc(F)ccc43)CC2)CC1 (configuration not stated)	-15%	1%	-3%	6	-9	1	-5	-4%	2%	-17%
COc1cc(OC)cc(C(=O)c2c(C)c(C#N)c3ccccn23)c1	?	5%	-3%	-9	6	-3	-1	2%	9%	-15%
CC(=O)c1cccc(S(=O)(=O)NCCC(=O)O)c1	-1%	8%	2%	-5	7	0	-6	-3%	-6%	1%
COc1ccc(COc2cc(-c3cccc(OC)c3)nc3ccc(NC(=O)c4ccc(Cl)cc4)cc23)cc1	3%	1%	2%	-7	-8	1	-16	1%	-2%	?
O=C(NCc1ccccc1)c1ccc(Br)cc1	4%	1%	-2%	-5	13	28	1	0%[11.5 µM]	-11%	0%
Nc1ccc2c(c1)OC1(CCCCC1)O2	-3%	2%	-1%	8	-1	1	-3	1%	0%	1%
Cc1cccc(Nc2nc(N3CCOCC3)nc(N3CCOCC3)n2)c1	-20%	-3%	-17%	-16	12	5	-12	0%	-15%	7.3µM*
COC(=O)c1oc2ccc(OC)cc2c1N	-1%	-1%	-5%[46.1 µM]	3	-7	-4	-4	-2%	0%	?
Fc1ccc(CNC(=S)NC2CCCCCC2)cc1	2%	-1%	2%	-12	35	?	0	3%	-4%	?
COc1ccc(-c2cc(C(=O)N3CCN(C(c4ccccc4)c4ccccc4)CC3)no2)cc1	14%	-4%	-6%	-12	-9	-7	-31	2%	3%	-3%
O=c1c2ccccc2ncn1-c1cccc(Br)c1	-1%	1%	0%	-7	6	-2	-2	0%	-1%	13%
N/C(=N\OS(=O)(=O)c1ccc(Cl)cc1)c1cccnc1	2%	0%	1%[46.1 µM]	11	4	-2	35	-1%	-3%	18%
Cc1ccc(C(=O)N/N=C2\CCSC2)cc1[N+](=O)[O-]	5%	3%	0%[46.1 µM]	-2	-3	?	4	-30%	1%	-10%
CC(=O)Oc1c(Cl)cc(Cl)cc1/C=C/c1ccc2ccccc2n1	-1%	0%	-8%	-3	-41	22	-1	-1%	-4%	?
COc1ccccc1-c1cc(C(=O)NN)[nH]n1	-16%	-4%	2%	18	-11	-4	21	3%	-4%	0%
CCCOc1ccc(-c2csc(NC(=O)CN3C(=O)CCC3=O)n2)cc1	0%	0%	5%[46.1 µM]	5	-15	3	3	2%	-3%	?
CCOc1cccc(C(=O)Nc2nc(-c3ccc(S(=O)(=O)N4CCOCC4)cc3)cs2)c1	14%	-7%	-37%	-30	.	0	-25	0%	-2%	?
CCN(CC)CP(=O)(c1ccccc1)c1ccccc1	8%	-1%	-11%	0	5	-3	3	5%	3%	1%
O=C(CP(=O)(c1ccccc1)c1ccccc1)Nc1nc2ccc(Cl)cc2s1	5%	-2%	5%	18	3	1	-4	0%	5%	-9%
O=C(Nc1nnc(S(=O)(=O)N2CCCCCC2)s1)c1ccccc1Cl	7%	0%	-3%	-16	-76*	2	-4	3%	1%	0%
Cc1cccc(C)c1NC(=O)C(c1cccc([N+](=O)[O-])c1)N(C)C(=O)c1ccccn1 (configuration not stated)	-3%	8%	6%[46.1 µM]	4	1	-4	-12	1%	7%	-5%
Cc1nc(-c2ccc(Cl)cc2)sc1C1(C)CC(c2cccc(Cl)c2)=NO1 (configuration not stated)	7%	4%	-18%	11	12	-4	39	1%	1%	0%
CCCCNC(=S)N(C)/N=C/c1sc(N2CCCCC2)nc1-c1cccs1	-7%	-4%	-5%[46.1 µM]	4	.	2	.	-2%	-4%	4%
N=C1C(c2nc3ccccc3[nH]2)=C(O)CN1C1CCCCC1	1%	3%	0%	-3	15	?	2	-1%	2%	?
Cn1cc(S(=O)(=O)N2CCc3ccccc32)cc1C(=O)NC1CCCCC1	22%	-1%	7%	13	2	1	-3	15%	-8%	20%
Cc1cc(C)c(N=Cc2c(O)c3ccccc3oc2=O)c(C)c1	-11%	-6%	.	6	4	15	-8	7%	-3%	?
O=C(NCCNC(=O)c1cc(OCC(F)(F)F)ccc1OCC(F)(F)F)Nc1cccc(C(F)(F)F)c1	-6%	-1%	-5%	19	-41	?	0	-3%	-3%	?
CN(Cc1ccccc1)C(=O)Cn1c(=O)c2cccn2c2cccnc21	6%	3%	7%	-9	-31	2	-7	8%	6%	-8%
Cc1ccc(O)c(NC(=O)CSc2ccc(Cl)cc2)c1	-10%	0%	0%	-1	-105*	?	-12	8%	1%	?
O=[N+]([O-])c1ccccc1S(=O)(=O)Nc1cccnc1	6%	2%	.	-7	0	1	-2	5%	1%	-4%
O=C(C1CC(c2ccccc2O)=NO1)N1CCc2ccccc2C1 (configuration not stated)	0%	1%	-5%	-4	-11	12	-6	.	6%	?
Cc1c(Br)c([N+](=O)[O-])nn1CC(=O)Nc1c(C)n(C)n(-c2ccccc2)c1=O	-2%	3%	1%[46.1 µM]	12	10	-3	.	2%	-3%	6%
COc1ccc2sc(-c3ccccc3OC)c(-c3ccc(OC)c(F)c3)c2c1	2%	2%	3%	-21	-10	1	-10	8%	11%	20%
CCOc1ccc(N(Cc2cc3ccc(C)cc3[nH]c2=O)S(=O)(=O)c2ccccc2)cc1	-5%	-1%	-5%	7	-6	1	.	8%	-19%	?
O=C(NCc1ccccc1Cl)NCc1ccccc1Cl	-3%	-10%	-69%	1	-3	-1	-7	0%	-1%	?

Some of the compounds tested, so the mix of outcomes need not match the whole.
